# High-throughput results as filed in PubChem.
# 12-LOX inh – Primary qHTS assay for inhibitors of human arachidonate 12S-lipoxygenase (ALOX12): Round 2 | Polyunsaturated fatty acid lipoxygenase ALOX12 (Homo sapiens), P18054 | Potency, µM (doses to about 108 µM), inactives show at the top dose activity change, negative = inhibition, actives largely listed as inhibitors | AID 1671190, 2021 | 580,000 tested, 1.1% active | purified 12hLO, xylenol orange hydroperoxide absorbance; further: on the % scale 0 is the no-effect control and ±100 the full control effect
#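 Hydroperoxide product was detected by ferrous iron/xylenol orange as the 573 to 405 nm absorbance ratio. Arachidonic acid at 40 uM (final) was turned over for 30 min at room temperature by 150 nM human 12hLO, pH 7.0 Hepes buffer, after 15 min compound preincubation.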
# JMJD2A Tudor inh – qHTS Assay for Inhibitors of JMJD2A-Tudor Domain | Lysine-specific demethylase 4A (Homo sapiens), O75164 | AlphaScreen JMJD2A-Tudor / H3K4me3 peptide binding | Potency, µM (top dose mostly 114 µM), for the others: at the highest dose activity change, negative = inhibition, actives largely listed as inhibitors | 390,000 tested, 4.4% active | AID 504339, 2011; further: on the % scale 0 is the no-effect control and ±100 the full control effect; nearly all actives have a fitted effect of over 50% in size
# Target sequence (O75164 whole entry, looked up, the tested form may be a part): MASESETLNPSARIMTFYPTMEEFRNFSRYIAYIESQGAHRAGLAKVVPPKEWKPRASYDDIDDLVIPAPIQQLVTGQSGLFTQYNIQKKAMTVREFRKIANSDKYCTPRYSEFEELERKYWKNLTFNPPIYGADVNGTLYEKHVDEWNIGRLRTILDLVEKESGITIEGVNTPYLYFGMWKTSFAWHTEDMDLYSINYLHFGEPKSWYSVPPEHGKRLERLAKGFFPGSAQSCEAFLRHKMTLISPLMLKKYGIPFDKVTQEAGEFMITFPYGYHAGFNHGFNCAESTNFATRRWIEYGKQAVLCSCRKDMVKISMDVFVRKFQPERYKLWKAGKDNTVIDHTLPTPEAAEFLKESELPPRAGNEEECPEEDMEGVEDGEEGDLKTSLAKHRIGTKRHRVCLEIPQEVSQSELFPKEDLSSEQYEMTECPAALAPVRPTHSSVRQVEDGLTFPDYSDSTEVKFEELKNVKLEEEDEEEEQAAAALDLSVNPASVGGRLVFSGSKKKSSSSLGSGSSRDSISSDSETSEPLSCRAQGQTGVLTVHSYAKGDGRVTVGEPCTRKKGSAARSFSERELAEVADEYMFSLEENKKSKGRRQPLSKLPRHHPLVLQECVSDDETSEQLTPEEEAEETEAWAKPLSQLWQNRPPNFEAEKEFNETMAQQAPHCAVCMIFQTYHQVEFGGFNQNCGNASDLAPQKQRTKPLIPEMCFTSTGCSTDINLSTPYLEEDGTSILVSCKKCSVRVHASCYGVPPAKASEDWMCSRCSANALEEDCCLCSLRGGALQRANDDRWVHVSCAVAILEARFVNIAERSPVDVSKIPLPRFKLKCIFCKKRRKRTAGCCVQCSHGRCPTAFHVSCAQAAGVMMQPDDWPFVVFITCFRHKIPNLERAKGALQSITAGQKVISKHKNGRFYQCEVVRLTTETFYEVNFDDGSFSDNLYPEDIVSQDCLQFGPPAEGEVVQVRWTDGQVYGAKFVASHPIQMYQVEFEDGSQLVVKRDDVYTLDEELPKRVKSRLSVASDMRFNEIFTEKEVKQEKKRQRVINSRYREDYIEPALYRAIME
# RGS4 inhibitor – Inhibitors of Regulator of G Protein Signaling (RGS) 4: qHTS; Regulator of G-protein signaling 4 (Homo sapiens), P49798; Transcreener GDP fluorescence polarization, RGS4-accelerated GTP hydrolysis; Potency, µM (highest dose often 114 µM), without a hit: top-dose activity change, negative = inhibition, usual class: inhibitors; 390,000 tested, 0.039% active; further: on the % scale 0 is the no-effect control and ±100 the full control effect; nearly all actives have a fitted effect of over 75% in size; some results filed as inactive show a strong effect at the top dose
#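 MLSMR compounds (23 nl, pin-transferred) preincubated 10 min at room temperature with a 500nM (2x) first reagent, then RGS4 at 900nM (2x) plus Transcreener GDP mix added; fluorescence polarization (620/688 nm) read before and after 90 min at 30 °C.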
# Pin1 inhibitor – qHTS Assay to Find Inhibitors of Pin1; Peptidyl-prolyl cis-trans isomerase NIMA-interacting 1 (Homo sapiens), Q13526; Pin1 FP peptide displacement, HiFluor488, 10 min; Potency, µM (series often up to 115 µM), for the others: top-dose activity, negative = inhibition, hits mostly inhibitors; 390,000 tested, 0.009% active; AID 504891, 2011; active means well fitted inhibition curve with a large enough effect in the polarisation, with a control signal flat, not every such curve was filed as active; inconclusive means small, poorly fitted or top-dose-only effect, or effect the other way, or a change in a side signal; inactive means no such curve, though single readings can be large or run the other way; the % refers to the polarisation; further: on the % scale 0 is the no-effect control and ±100 the full control effect
# GLS inh – qHTS for Inhibitors of Glutaminase (GLS); AID 624170, 2012; GLS enzymatic activity, qHTS titration; Glutaminase kidney isoform, mitochondrial (Homo sapiens), O94925; 410,000 tested, 0.21% active; Potency, µM (highest dose often 45.5 µM), without a hit: at the top dose activity change, negative = inhibition, hits mostly inhibitors; further: on the % scale 0 is the no-effect control and ±100 the full control effect
#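 Enzyme dispensed in phosphate buffer (45 mM, pH 8.2, 0.02% Tween-20), compounds pinned in, then 1 mM L-glutamine solution and the glutamate oxidase–HRP–Amplex Red mix added; fluorescence read immediately and again after 30 min at room temperature.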
# ERG Ets-DNA blk – qHTS for Small Molecule Inhibitors of the ERG Ets/DNA interaction; 370,000 tested, 0.028% active; Potency, µM (titrated, usually from 76.9 µM), for inactives: at the top dose FP activity, negative = inhibition, most hits filed as inhibitors; fluorescence polarization, His-ERG Ets domain / labelled DNA; active means well fitted inhibition curve with a large enough effect in the polarisation, with a control signal flat; inconclusive means small, poorly fitted or top-dose-only effect, or effect the other way, or a change in a side signal; inactive means no such curve, though single readings can be large or run the other way; the % refers to the polarisation;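 further: polarization taken with two DNA probes labelled with fluorescein and Texas red; % of control where 0% means no effect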
#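 His-tagged ERG Ets domain (1 uM in the protein solution; 300mM KCl, 50mM Tris-HCl, 1mM EDTA, 1mM DTT, pH 7.5) received compound, then a probe mix of 5 nM fluorescein-DNA and 100nM Texas-615-DNA. Fluorescence polarization was read for both dyes.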
# HP1b chromo inh – HTS for Inhibitors of HP1-beta Chromodomain Interactions with Methylated Histone Tails. Chromobox protein homolog 1 (Homo sapiens), P83916. AlphaScreen HP1-beta / biotin-H3K9me3 peptide binding. Potency, µM (top dose mostly 114 µM), for the others: at the highest dose activity change, negative = inhibition, actives largely listed as inhibitors. 390,000 tested, 0.56% active. AID 540317, 2011; further: nearly all actives have a fitted effect of over 70% in size; inactives centre near 23
#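 HP1-beta protein (50 nM final) preincubated 30 min at room temperature with biotinylated H3(1-18)K9me3 peptide (50 nM) in PBS pH 7.4, 0.01% Tween-20, then compound added for 30 min. AlphaScreen streptavidin donor/nickel chelate acceptor beads (10 ug/mL final), 30 min dark, luminescence read.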
# PGK inhibitor – qHTS Assay to Find Inhibitors of Phosphoglycerate Kinase; Phosphoglycerate kinase, glycosomal (Trypanosoma brucei brucei), P07378; PGK/GAPDH coupled, Kinase-Glo luminescence, 60 min; Potency, µM (titrated, usually from 57.5 µM), without a hit: at the highest dose activity change, negative = inhibition, most hits filed as inhibitors; 380,000 tested, 0.043% active; further: on the % scale 0 is the no-effect control and ±100 the full control effect; nearly all actives have a fitted effect of over 60% in size
#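 Recombinant glycosomal PGK reaction used 1,3-bisphosphoglycerate generated in-well by GAPDH (100nM final) in 100mM TEA pH 7.6, 5mM MgCl2, 0.01% Tween-20. After 60 minutes at room temperature, ATP was read by Kinase-Glo Plus luminescence end-point.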
# TrxR1 inh – qHTS Assay for Inhibitors of Mammalian Selenoprotein Thioredoxin Reductase 1 (TrxR1): qHTS | recombinant rTrxR1, NADPH fluorescence consumption, selenite substrate | Potency, µM (titrated, usually from 114 µM), for the others: at the top dose activity change, negative = inhibition, actives largely listed as inhibitors | 390,000 tested, 1% active | AID 588453, 2011; further: on the % scale 0 is the no-effect control and ±100 the full control effect; nearly all actives have a fitted effect of over 65% in size
#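 Rat TrxR1 (90 nM in the dispensed reagent) was pre-reduced with 400 uM NADPH for 5 min at room temperature, then incubated with compound for 15 min. After 400 uM selenite was added, NADPH fluorescence (Ex 340/Em 450 nm) was followed for 8 min.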
# * marks the source's active call; other numbers are inactive results; i = inactive; ? = inconclusive; · = no result given; [ ] = remark or other dose. Unless noted, the call rests on the fitted dose curve; in most records, active means well fitted curve in the direction sought with a large enough effect; inconclusive means small, poorly fitted or top-dose-only effect, or another doubt; inactive means no such curve, though single readings can be large; an effect the other way counts as inactive or inconclusive. Potency means the concentration at half of the fitted maximal effect.
smiles,12-LOX inh,JMJD2A Tudor inh,RGS4 inhibitor,Pin1 inhibitor,GLS inh,ERG Ets-DNA blk,HP1b chromo inh,PGK inhibitor,TrxR1 inh
COCC(C)N1CCC(n2nccc2NC(=O)CCOc2ccccc2)CC1 (centres undefined),-3%,7%,-16%,-10%,-4%,-10%,22%,-8%,4%
Clc1ccc(C2=CC(c3ccco3)n3ncnc3N2)cc1 (centres undefined),?,?,-53%,?,-19%,0%,27%,i,?
Cc1nc(CNS(=O)(=O)c2ccc(F)cc2)cs1,0%,-3%,15%,2%,32%,-7%,4%,-4%,9%[57.1 µM]
O=C1Cc2cc(S(=O)(=O)Nc3ccccc3Cl)cc3c2N1CCC3,11%,-13%,21%,-1%,-3%,11%,42%,3%,-7%
CCSc1nnc(NC(=O)Cn2cnc3c2c(=O)n(C)c(=O)n3C)s1,0%,?,16%,-2%,-16%,-1%,22%,-3%,20%[57.1 µM]
C=C(C)C(=O)Nc1cccc(C2=NOC3(C2)C[C@@H](C(N)=O)N(C(=O)/C=C/C=C/C)C3)c1 (some centres undefined),-9%,3.2µM*,-26%,·,11µM*,-12%,?,?,?
O=C(Nc1ccccc1Cl)c1cc2c(-c3ccccc3)nn(-c3ccccc3)c2s1,0%,16%,-12%,?,-3%,-3%,55%[activator],10%,83%[activator]
CCOc1ccc(N2CC(C(=O)Nc3cccc(S(=O)(=O)N4CCCCC4)c3)CC2=O)cc1 (centres undefined),-5%,-21%,-26%,16%,-6%,-4%,12%,-5%,7%[57.1 µM]
Cc1ccc(CNC(=O)CCNS(=O)(=O)c2ccc3c(c2)CCCC(=O)N3)cc1,-11%,-7%,26%,-7%,-12%,12%,8%,-6%,14%
CCCOC(=O)Oc1ccc2c(=O)c(Oc3cc(C)cc(C)c3)coc2c1,-6%,51%[activator],-15%,7%,11%,8%,81%[activator],10%,4%
CSc1nnc2c(n1)OC(c1ccccn1)N(C(C)=O)c1ccccc1-2 (centres undefined),-3%,-2%,-24%,2%,2%,-2%,36%,0%,22%[57.1 µM]
CCOC(=O)CCCNC(=O)COC(=O)c1ccc(O)cc1,0%,-3%,-32%,-8%,-8%,-14%,18%,-3%,-9%
O=c1c2sc3ccccc3c2n(Cc2cccc(C(F)(F)F)c2)c(=O)n1Cc1ccccc1,-28%,6%,-28%,3%,7%,-5%,46%[activator],-6%,8%
O=C(O)c1ccc(N2CCCCCC2)c(N2C(=O)c3ccccc3C2=O)c1,171%,-10%,-20%,-2%,34%[activator],?,20%,-11%,6%[57.1 µM]
Cn1c(=O)n(C)c2cc([N+](=O)[O-])c(N3CCN(S(C)(=O)=O)CC3)cc21,-10%,-8%,-12%,-1%,2%,0%,28%,-4%,1%
CCN1CCN(Cc2c(O)ccc3c(=O)c(-c4ccc(OC)c(OC)c4)c(C(F)(F)F)oc23)CC1,-21%,-19%,-16%,-1%,6%,0%,7%,-3%,4%

# 7 entries already listed, ordered by length of the SMILES, low to high:
smiles,12-LOX inh,JMJD2A Tudor inh,RGS4 inhibitor,Pin1 inhibitor,GLS inh,ERG Ets-DNA blk,HP1b chromo inh,PGK inhibitor,TrxR1 inh
CCOC(=O)CCCNC(=O)COC(=O)c1ccc(O)cc1,0%,-3%,-32%,-8%,-8%,-14%,18%,-3%,-9%
CSc1nnc2c(n1)OC(c1ccccn1)N(C(C)=O)c1ccccc1-2 (centres undefined),-3%,-2%,-24%,2%,2%,-2%,36%,0%,22%[57.1 µM]
CCCOC(=O)Oc1ccc2c(=O)c(Oc3cc(C)cc(C)c3)coc2c1,-6%,51%[activator],-15%,7%,11%,8%,81%[activator],10%,4%
O=C(O)c1ccc(N2CCCCCC2)c(N2C(=O)c3ccccc3C2=O)c1,171%,-10%,-20%,-2%,34%[activator],?,20%,-11%,6%[57.1 µM]
O=C(Nc1ccccc1Cl)c1cc2c(-c3ccccc3)nn(-c3ccccc3)c2s1,0%,16%,-12%,?,-3%,-3%,55%[activator],10%,83%[activator]
Cc1ccc(CNC(=O)CCNS(=O)(=O)c2ccc3c(c2)CCCC(=O)N3)cc1,-11%,-7%,26%,-7%,-12%,12%,8%,-6%,14%
CCOc1ccc(N2CC(C(=O)Nc3cccc(S(=O)(=O)N4CCCCC4)c3)CC2=O)cc1 (centres undefined),-5%,-21%,-26%,16%,-6%,-4%,12%,-5%,7%[57.1 µM]

# (list continues)
smiles,12-LOX inh,JMJD2A Tudor inh,RGS4 inhibitor,Pin1 inhibitor,GLS inh,ERG Ets-DNA blk,HP1b chromo inh,PGK inhibitor,TrxR1 inh
Cc1ccc(-c2nn(C)c(=O)c3ccccc23)cc1CN1CCOCC1,0%[57.4 µM],-18%,-24%,-3%,-3%,-5%,?,-8%,4%[57.1 µM]
Cc1nc(-n2nc(C)c(CCC(C)C)c2C)sc1C(=O)Nc1ccc(Br)cc1,2%,0%,-15%,-7%,0%,-1%,48%[activator],i,17%
CC(=O)Nc1cccc(C(=O)OCc2csc(CC(=O)Nc3ccccc3C)n2)c1,159%[activator],-17%,-12%,-4%,14%,15%,24%,-2%,11%
O=C(CSc1nncn1-c1ccccn1)Nc1cccc(Cl)c1,-5%,-3%,-5%,1%,-3%,3%,44%[activator],-5%,12%
Cc1ccc(-c2csc(=S)n2CC(=O)OCC(=O)NC(C)C(C)C)cc1 (centres undefined),1%,-22%,-4%,1%,1%,2%,25%,-9%,11%
O=C(COC(=O)c1ccc(S(=O)(=O)N2CCCCC2)cc1)NCc1ccco1,-6%,?,-11%,1%,63%[activator],-5%,?,-6%,22%[57.1 µM]
Cc1noc(C)c1CSCC(=O)OCC(=O)N1CC(=O)Nc2ccccc21,?,-7%[57.1 µM],18%[11.4 µM],1%,-4%,-2%,8%,1%,17%[57.1 µM]
CCN(CC)CCN(C(=O)c1ccco1)c1nc2c(C)c(C)ccc2s1,?,?,17%,0%,12%,-1%,4%,-4%,11%
CCOC(=O)C1=NOC2COC3(CCN(c4ncccn4)CC3)OCC12 (centres undefined),2%,-8%,9%,0%,1%,7%,-3%,4%,-18%
CCn1c(-c2nn(C)cc2Cl)n[nH]c1=S,-7%,6.3µM*,-30%,-2%,-11%,-2%,24%,0%,-14%
O=C(/C=C/c1ccco1)NCCc1ccc(F)cc1,?,-36%,-52%,-6%,-29%,7%,?,-16%,45µM*
COc1ccc(OCc2nnc3n2N=C(c2ccc(OC)cc2)CS3)cc1,-23%,?,-39%,-1%,-1%,0%,29%,-6%,9%[57.1 µM]
O=C(Nc1ccnn1C1CCN(Cc2cc(Cl)ccc2O)CC1)c1cccnc1,17%,-30%,20%,4%,16%,-8%,35%,i,18%
O=C(c1cccs1)N1CCCC(c2nc3c(nnn3Cc3ccc(F)cc3)c(=O)[nH]2)C1 (centres undefined),-6%,0%,-7%,7%,11%,-10%,21%,7%,12%
O=C(Nc1ccc(N2CCCCC2)c(Cl)c1)c1ccc2c(c1)OCCO2,-6%,?,-35%,4%,17%,-3%,-12%,1%,0%
COc1cccc(-c2noc(N)c2C#N)c1,0%,-6%,14%,9%,5%,3%,23%,-8%,-13%
Cc1ccccc1C(=O)N1N=C(c2ccc(NS(C)(=O)=O)cc2)CC1c1cccs1 (centres undefined),0%,-17%,-2%,0%,1%,-2%,22%,i,0%
CCc1cc(=O)oc2cc(OC(=O)CN3C(=O)NC4(CCCC4)C3=O)ccc12,?,0%,-53%,-2%,-20%,-11%,52%,i,?
CN(C)S(=O)(=O)c1cccc(COc2ncnc3c(Cl)cc(Cl)cc23)c1,-2%,-14%,1%,9%,-2%,-6%,3%,-1%,1%
CCc1nnc(NC(=O)CSc2nnc(CNc3ccc(Cl)cc3)o2)s1,·,-18%,-13%,1%,4%,-3%,29%,13%,-12%
CN(C)c1nnnn1-c1cccc(Oc2ncc(C(F)(F)F)cc2Cl)c1,-1%,-13%,-10%,2%,-5%,-2%,28%,-2%,-3%
Cc1nc2ccc(S(=O)(=O)CCC(=O)Nc3ccc(F)cc3C)cc2s1,22µM*,71µM*,-35%,-2%,2%,-17%,-11%,-4%,31%
O=C(NN=C1CCCCCC1)c1ccncc1,498%[activator],-17%,-10%,-7%,23%,11%,63%[activator],i,28%

# A portion of the library (hit frequency here may not be typical).
